Screening results from PubChem BioAssay.
HT1080-NT tox – kills 2HG-producing HT-1080-NT fibrosarcoma cells. HT-1080-NT fibrosarcoma viability, CellTiter-Glo ATP luminescence, 48 h. AID 686970. Potency, µM (doses to about 46.1 µM), for the others: at the top dose activity, negative = less viability, usual class: cytotoxic. actives 1.6% (n = 360,000);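 further: NT is the 2HG producing partner of a matched IDH1 knockdown line; potency means the concentration at half of the fitted maximal effect; 0% = DMSO-treated cells and -100% = media-only wells without cells; nearly all actives have a fitted effect of over 55% in size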
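Viability of the 2HG-overproducing fibrosarcoma line after 48 hours of compound exposure at 37 degrees C was determined by luminescence with CellTiter-Glo, and concentration-effect curves were then fitted and categorized.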
IL-1B inflam inh – inhibitors of inflammasome signaling (IL-1 beta secretion) | THP-1 LPS/ATP IL-1B secretion, AlphaLISA, 16 h; active compounds read low | actives 4.7% (n = 360,000) | activity change, % at 57.5 µM | AID 743279; in the data active means activity change below about -50%; inconclusive means mostly about -30% to -49%; further: on the % scale 0 is the no-effect control and ±100 the full control effect
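THP-1 cells pretreated 1 hr with compounds (up to 57.5 uM final), then stimulated with LPS (250 ng/mL final) plus ATP (1.25 mM final); secreted IL-1B measured by AlphaLISA after 16 hr, decreased signal indicating inhibition.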
WRN helicase inh – WRN helicase (human) inhibition; actives 0.46% (n = 360,000); WRN helicase unwinding, fluorescent forked duplex, kinetic; Q14191; Potency, µM (titrated, usually from 114 µM), inactives show at the highest dose activity change, negative = inhibition, most hits filed as inhibitors; further: potency means the concentration at half of the fitted maximal effect; on the % scale 0 is the no-effect control and ±100 the full control effect; nearly all actives have a fitted effect of over 55% in size
Target sequence (Q14191 whole entry, looked up): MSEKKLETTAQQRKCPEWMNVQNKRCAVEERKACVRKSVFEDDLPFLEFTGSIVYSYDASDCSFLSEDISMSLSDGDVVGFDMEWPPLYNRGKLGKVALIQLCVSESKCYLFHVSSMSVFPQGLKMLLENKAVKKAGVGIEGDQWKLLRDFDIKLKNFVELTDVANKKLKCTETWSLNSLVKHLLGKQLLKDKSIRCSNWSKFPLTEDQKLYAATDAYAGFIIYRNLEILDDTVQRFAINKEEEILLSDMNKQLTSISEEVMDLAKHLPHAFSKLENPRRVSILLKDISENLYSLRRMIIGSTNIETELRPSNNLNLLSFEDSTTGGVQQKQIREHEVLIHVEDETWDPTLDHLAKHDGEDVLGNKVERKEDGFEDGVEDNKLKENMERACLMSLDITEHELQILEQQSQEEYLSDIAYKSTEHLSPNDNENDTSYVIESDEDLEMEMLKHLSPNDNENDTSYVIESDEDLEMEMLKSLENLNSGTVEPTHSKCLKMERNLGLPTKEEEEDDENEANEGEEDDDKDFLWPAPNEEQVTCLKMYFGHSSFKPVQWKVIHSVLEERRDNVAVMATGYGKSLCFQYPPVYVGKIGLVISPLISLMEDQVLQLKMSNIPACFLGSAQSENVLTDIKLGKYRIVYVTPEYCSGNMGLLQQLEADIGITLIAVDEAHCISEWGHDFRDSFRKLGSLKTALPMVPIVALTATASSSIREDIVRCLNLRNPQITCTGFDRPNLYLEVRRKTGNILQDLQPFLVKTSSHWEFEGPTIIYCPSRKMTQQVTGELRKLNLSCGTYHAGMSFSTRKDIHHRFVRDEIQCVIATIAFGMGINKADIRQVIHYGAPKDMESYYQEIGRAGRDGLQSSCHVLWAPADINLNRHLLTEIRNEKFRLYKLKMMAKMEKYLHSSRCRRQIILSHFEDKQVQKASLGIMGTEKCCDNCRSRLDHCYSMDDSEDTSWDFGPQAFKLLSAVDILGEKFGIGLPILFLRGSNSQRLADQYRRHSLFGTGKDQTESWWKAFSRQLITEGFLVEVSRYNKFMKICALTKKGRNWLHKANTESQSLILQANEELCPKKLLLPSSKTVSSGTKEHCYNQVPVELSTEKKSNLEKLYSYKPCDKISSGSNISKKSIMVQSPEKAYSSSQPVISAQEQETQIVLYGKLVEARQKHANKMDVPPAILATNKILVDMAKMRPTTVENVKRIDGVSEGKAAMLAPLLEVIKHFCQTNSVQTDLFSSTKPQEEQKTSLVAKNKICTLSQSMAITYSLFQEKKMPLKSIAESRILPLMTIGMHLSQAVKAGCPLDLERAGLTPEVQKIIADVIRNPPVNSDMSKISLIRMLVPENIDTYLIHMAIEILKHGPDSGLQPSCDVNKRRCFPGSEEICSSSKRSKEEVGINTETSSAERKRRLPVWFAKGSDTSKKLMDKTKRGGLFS
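WRN at 20 nM final preincubated with compound 15 min at room temperature; reaction started with 100 nM fluorophore/quencher forked duplex oligonucleotide and 2 mM ATP final. Unwinding followed kinetically by red fluorescence (ex 525, em 598 nm).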
ATXN2 expr inh – ATXN2 expression inhibition | actives 0.72% (n = 360,000) | AID 1745845 | HEK-293 ATXN2-luciferase reporter, luminescence, 24 h | Potency, µM (series often up to 57 µM), without a hit: at the top dose activity change, negative = inhibition, hits mostly inhibitors; further: potency means the concentration at half of the fitted maximal effect; on the % scale 0 is the no-effect control and ±100 the full control effect; nearly all actives have a fitted effect of over 55% in size
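ATXN2-luciferase reporter cells (luciferase flanked by upstream and downstream ATXN2 gene portions) were treated 24 h at 37 °C with compounds at up to 57 uM. SteadyGlo luminescence gave expression; GF-AFC fluorescence gave viability.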
MCF10A rereplic – induces DNA re-replication in MCF 10a normal breast cells; MCF 10A DNA re-replication, Hoechst nuclear intensity, 48 h; AID 624296; actives 2.9% (n = 350,000); Potency, µM (highest dose often 46.1 µM), without a hit: top-dose activity, positive = re-replication, hits mostly activators; further: potency means the concentration at half of the fitted maximal effect; % of control where 0% means no effect; nearly all actives have a fitted effect of over 50% in size
KB-V1 cytotox – kills drug-selected multidrug resistant KB-V1 cells; actives 3.4% (n = 400,000); KB-V1 MDR cells viability, CellTiter-Glo, 72 h; Potency, µM (doses to about 46.1 µM), without a hit: at the top dose activity change, negative = cytotoxicity, most hits filed as cytotoxic; further: potency means the concentration at half of the fitted maximal effect; on the % scale 0 is the no-effect control and ±100 the full control effect; nearly all actives have a fitted effect of over 60% in size
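Cytotoxicity toward P-gp-expressing KB-V1 cells was determined as loss of CellTiter-Glo luminescence after 72 h at 37 degrees C. Compounds were tested in quantitative HTS format across a concentration range, with curves fitted to normalized data.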
KB-3-1 tox – KB-3-1 parental cell cytotoxicity; KB-3-1 viability, CellTiter-Glo ATP luminescence, 72 h; Potency, µM (doses to about 46.1 µM), for the others: at the top dose activity change, negative = cytotoxic, actives largely listed as cytotoxic; actives 1.4% (n = 400,000); AID 1347075; further: potency means the concentration at half of the fitted maximal effect; on the % scale 0 is the no-effect control and ±100 the full control effect; nearly all actives have a fitted effect of over 60% in size
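Viability of parental KB-3-1 cells, measured by CellTiter-Glo luminescence, followed a 72 h incubation at 37 °C with pinned compounds in phenol-red-free DMEM containing 10% FBS.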
SW480 rerep – inducers of DNA re-replication in SW480 colon cancer cells. SW480 DNA re-replication, Hoechst DNA content imaging, 48 h. actives 1.8% (n = 340,000). Potency, µM (series often up to 46.1 µM), for the others: top-dose re-replication activation, usual class: activators; further: potency means the concentration at half of the fitted maximal effect; % of control where 0% means no effect; nearly all actives have a fitted effect of over 55% in size
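DNA re-replication was detected as more nuclei of elevated Hoechst intensity after 48 hr exposure to compound (23 nL pinned per well of 250 cells).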
HT1080 IDH1KD tx – HT-1080 IDH1 knockdown cell toxicity (counter line); actives 2% (n = 360,000); HT-1080 IDH1 knockdown viability, ATP luminescence, 48 h; Potency, µM (highest dose often 46.1 µM), for the others: at the highest dose activity, negative = toxicity, most hits filed as cytotoxic;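 further: potency means the concentration at half of the fitted maximal effect; 0% = DMSO wells and -100% = cell-free medium wells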
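Viability of IDH1-knockdown HT-1080 fibrosarcoma cells was assessed by CellTiter-Glo after 48 h at 37 °C with titrated compound; concentration-effect curves were classified by fit quality and response size.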
Starred values were filed as active, the others as inactive; i = inactive; ? = inconclusive; . = not tested or not shown; [ ] = dose if it differs, or a comment. Unless noted, the call rests on the fitted dose curve; in most records, active means well fitted curve in the direction sought with a large enough effect; inconclusive means small, poorly fitted or top-dose-only effect, or another doubt; inactive means no such curve, though single readings can be large; an effect the other way counts as inactive or inconclusive.

SMILES | HT1080-NT tox | IL-1B inflam inh | WRN helicase inh | ATXN2 expr inh | MCF10A rereplic | KB-V1 cytotox | KB-3-1 tox | SW480 rerep | HT1080 IDH1KD tx
C/C(CC(=O)N1CCN(C=O)CC1)=N\NC(=O)c1ccc([N+](=O)[O-])cc1 | -1% | 7 | 6% | . | 1% | -4% | -7% | -1% | -8%
COc1ccc(S(=O)(=O)Nc2ccc3c(c2)C(=O)N([C@H](C)CO)C[C@H](C)[C@@H](CN(C)S(=O)(=O)c2cn(C)cn2)OCCCC[C@H](C)O3)cc1 | -7% | 10 | 2% | -7% | . | ? | 20% | . | 9%
Cc1noc(C)c1S(=O)(=O)N1CCC(C(=O)O)CC1 | 4% | 9 | 12% | 0% | ? | -15% | -22% | -20% | 9%
Cc1sc2nc(C3CC3)nc(SCC(=O)N3CC(=O)Nc4ccccc43)c2c1C | 4% | 11 | -13%[57.1 µM] | -10% | 16% | -17% | -6% | -2% | -9%[9.24 µM]
Cc1oc(-c2ccccc2)cc1C(N)=O | 3% | -1 | -4% | 7% | ? | 0% | -10% | -2% | -9%
Cc1cccc(NC(=O)CSCc2cc(=O)n3nc(C4CC4)sc3n2)c1 | -1% | -7 | 3% | . | -2% | -13% | 2% | -27% | 1%
CC(=O)c1ccc(OCC(O)CN2CCC(C)CC2)cc1 (stereo not drawn) | 0% | 29 | -5% | 9% | 5% | -17% | -2% | ? | -1%
O=C1C(=O)N(CCN2CCOCC2)C(c2ccc([N+](=O)[O-])cc2)/C1=C(/O)c1ccc2c(c1)OCO2 (stereo not drawn) | -8% | i | -29% | -3% | -21% | 4% | ? | ? | 0%
COc1ccc(CNC(=O)Cn2c(=O)n(CCC(=O)N3CCCCC3)c(=O)c3sccc32)cc1 | -1% | 9 | -8% | . | 12% | 1% | -1% | ? | 0%
CC(C)Oc1c(Cl)cc(CNC(C)(C)CO)cc1Cl | 0% | 1 | -7% | -15% | -4% | 7% | -1% | -10% | 0%
O=C(/C=C/Nc1ccc(Oc2ccccc2)cc1)c1ccco1 | -28% | 9 | -20% | 69%[activator] | ? | -24% | -20% | ? | ?
O=C(CSc1nccc(=O)[nH]1)N1CCN(c2ccccc2)CC1 | 1% | -13 | -8% | -17% | -5% | -1% | -1% | -6% | 1%
O=[N+]([O-])c1ccc(N2CCN(c3ccc([N+](=O)[O-])cc3CO)CC2)c(CO)c1 | -5% | -24 | 3% | -21% | 5% | -22% | ? | -9% | -27%
CCc1cc(=O)oc2c3c(cc(OCC(=O)NCCN4CCOCC4)c12)OC(C)(C)CC3 | -8% | 0 | 6% | -10% | 20% | 13% | 0% | -6% | -13%
Cc1ccc(CNC(=O)COC(=O)Cc2ccc(-c3ccccc3)cc2)cc1 | 0% | 13 | 4% | -21% | ? | ? | 0% | ? | 1%
Cc1cc(=O)n2[nH]nnc2n1 | 0% | 12 | -5% | . | -1% | -3% | -1% | 4% | 8%
CS(=O)(=O)c1ccc2nc(NC(=O)c3ccc(Cn4cc(Br)cn4)o3)sc2c1 | 0% | 12 | -32% | 6% | 3% | . | . | -6% | -1%
OC[C@@H]1CN(Cc2ccco2)C[C@H](n2cnc3c(NCc4ccncc4)ncnc32)O1 | 8% | 12 | -2%[57.1 µM] | 20% | . | 2% | -4% | . | 21%
CCC(=O)Nc1ccccc1C(=O)C(=O)Nc1ccccc1 | -3% | -8 | 3% | . | -3% | 21% | 7% | 6% | 0%
Cc1nn(C(=O)CCCC(=O)NCc2ccccc2)c2ccccc12 | 1% | 26 | 2%[11.6 µM] | . | ? | -3% | 1% | ? | -8%
CC(C)C[C@H](NC(=O)C1CC(=O)N(c2ccc3c(c2)OCO3)C1)C(=O)NC1CCCC1 (stereo partly drawn) | -3% | -10 | -9%[11.6 µM] | 4% | -1% | -6% | -10% | 9% | -6%
COc1cc(CN2CCNC(=O)C2CC(=O)N(C)Cc2cccnc2)cc(OC)c1 (stereo not drawn) | 4% | 10 | 10% | . | -1% | 16% | 2% | -35%[inhibitor] | 6%
CCn1c(NCc2cccs2)nc2ccccc21 | 2% | -12 | -15% | 14% | 23% | -2% | 0% | 4% | 1%
O=C(CCS(=O)(=O)c1ccc(F)cc1)Nc1nc(-c2ccccn2)cs1 | -27% | ? | 1% | . | -1% | -13% | ? | -19% | 0%
Cc1ccc(N2CC(C(=O)Nc3ccccc3C(=O)NC3CCCCC3)CC2=O)cc1C (stereo not drawn) | -8% | -20 | -2% | 0% | -176%[0.0737 µM] | -20% | ? | ? | -5%

Just HT1080-NT tox and WRN helicase inh, for two of the compounds above:
canonical_smiles	HT1080-NT tox	WRN helicase inh
COc1ccc(CNC(=O)Cn2c(=O)n(CCC(=O)N3CCCCC3)c(=O)c3sccc32)cc1	-1%	-8%
CC(C)Oc1c(Cl)cc(CNC(C)(C)CO)cc1Cl	0%	-7%

(further entries)
SMILES | HT1080-NT tox | IL-1B inflam inh | WRN helicase inh | ATXN2 expr inh | MCF10A rereplic | KB-V1 cytotox | KB-3-1 tox | SW480 rerep | HT1080 IDH1KD tx
CC1=C(C(=O)N(C(C)C)C(C)C)CC(CC(=O)NCCCCc2ccccc2)C(=O)N1Cc1ccc(C(C)(C)C)cc1 (stereo not drawn) | ? | 0 | -11% | ? | . | ? | ? | . | ?
C=CCOc1c(CCC)cc(CCC)cc1C(N)=O | -25% | -3 | -1% | -5% | 6% | 8% | -2% | -3% | -23%
COc1ccccc1NC(=O)N(C)C[C@H]1OCc2cn(nn2)CCCC(=O)N([C@@H](C)CO)C[C@@H]1C | 15% | 18 | 5% | 8% | . | 10% | 8% | . | 8%
COc1ccc(Br)cc1/C=N/Nc1cccc(C(=O)O)c1 | -1% | 19 | -13% | 80%[activator] | 25% | 13% | 12% | -6% | 11%
CCc1ccc(NC(=O)CSc2nc3n[nH]c(C)c3c(=N)n2-c2cccc(OC)c2)cc1 | ? | -19 | -5% | -11% | ? | ? | 3% | 20% | 11µM*
O=C(CCNS(=O)(=O)c1cccc2nonc12)NC1CCCCCC1 | 15% | -5 | -26% | -16%[11.3 µM] | -19% | 9% | 6% | -5% | 10%
NNC(=O)CN(CCc1ccccc1)S(=O)(=O)c1ccc(Cl)cc1 | -24% | -19 | 4% | -21% | 10% | 24% | 12% | -12% | -20%
CSc1ncnc2c1ncn2CCCN[C@H](C)c1cccc2ccccc12 | -13% | -14 | -4% | -1% | . | -2% | -16% | . | -12%
CCSc1nnc(NC(=O)CSc2nccn2-c2cccc(C)c2)s1 | 3% | 3 | -18%[57.1 µM] | 1% | -9% | 16µM* | -2% | 3% | 3%
c1ccc(-c2c[nH]c3[n+]2CCCCC3)cc1 | -1% | 8 | -1% | -4% | 16% | ? | -11% | -3% | -5%[9.24 µM]
O=C(C1CCN(c2nnc(-n3cccc3)s2)CC1)N1CCN(Cc2ccc3c(c2)OCO3)CC1 | 1% | 2 | -9% | -25% | 13% | 0% | 0% | -1% | -10%
COc1ccc(NC(=O)CCC(=O)N(Cc2ccc(OC)c(OC)c2)c2nccs2)cc1 | 20% | 19 | -29%[57.1 µM] | -7% | -4% | 0% | -5% | -4% | 7%
Cc1cc(C)cc(NC(=O)Cn2ncn3c(cc4ccccc43)c2=O)c1 | ? | 22 | -9% | 0% | -1% | -17% | 3% | ? | -26%
COC(=O)C1=C(C(=O)OC)[C@@H]2N(Cc3ccccc3)c3ccccc3[C@@]23C[C@@H](C(=O)OC)N=C3N1 | 6% | 14 | -8% | 2% | -9% | 7% | 15% | -18% | 5%
COc1ccc(NS(=O)(=O)c2cccc(C(=O)NN=Cc3ccc(OC)c(O)c3)c2)cc1 | -10% | 20 | -19% | -6% | 11% | ? | 15% | -3% | -10%
COc1cccc(NC(=S)NC(=O)/C=C/c2ccco2)c1 | 21µM* | 32 | ? | 38% | ? | ? | ? | ? | 6.5µM*
CCn1c(-c2ccc(C(C)(C)C)cc2)n[nH]c1=S | -11% | -4 | -8% | -10% | 6% | -23% | -15% | 5% | -25%
c1cncc(-c2nc(NCc3ccco3)c3ccccc3n2)c1 | 0% | -29 | -9% | 20% | 4% | -5% | 0% | -5% | -14%

A draw from above in order of molar mass, rising.
SMILES | HT1080-NT tox | IL-1B inflam inh | WRN helicase inh | ATXN2 expr inh | MCF10A rereplic | KB-V1 cytotox | KB-3-1 tox | SW480 rerep | HT1080 IDH1KD tx
CCn1c(-c2ccc(C(C)(C)C)cc2)n[nH]c1=S | -11% | -4 | -8% | -10% | 6% | -23% | -15% | 5% | -25%
O=C(CCNS(=O)(=O)c1cccc2nonc12)NC1CCCCCC1 | 15% | -5 | -26% | -16%[11.3 µM] | -19% | 9% | 6% | -5% | 10%
NNC(=O)CN(CCc1ccccc1)S(=O)(=O)c1ccc(Cl)cc1 | -24% | -19 | 4% | -21% | 10% | 24% | 12% | -12% | -20%
CCSc1nnc(NC(=O)CSc2nccn2-c2cccc(C)c2)s1 | 3% | 3 | -18%[57.1 µM] | 1% | -9% | 16µM* | -2% | 3% | 3%
CCc1ccc(NC(=O)CSc2nc3n[nH]c(C)c3c(=N)n2-c2cccc(OC)c2)cc1 | ? | -19 | -5% | -11% | ? | ? | 3% | 20% | 11µM*
COc1ccc(NS(=O)(=O)c2cccc(C(=O)NN=Cc3ccc(OC)c(O)c3)c2)cc1 | -10% | 20 | -19% | -6% | 11% | ? | 15% | -3% | -10%
COc1ccc(NC(=O)CCC(=O)N(Cc2ccc(OC)c(OC)c2)c2nccs2)cc1 | 20% | 19 | -29%[57.1 µM] | -7% | -4% | 0% | -5% | -4% | 7%
CC1=C(C(=O)N(C(C)C)C(C)C)CC(CC(=O)NCCCCc2ccccc2)C(=O)N1Cc1ccc(C(C)(C)C)cc1 (stereo not drawn) | ? | 0 | -11% | ? | . | ? | ? | . | ?

Rows are unselected (roughly 12% active in at least one column).
